# SMARCA2 activ = increases SMARCA2 function in MMTV reporter cells; MG213 cells, MMTV-luciferase reporter, dexamethasone, overnight; activation, % at 9.1 µM; 1% of 370,000 active; in the data active = activation above about 7.8%;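 note: 0% = vehicle wells and 100% = reference activator wells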
# sPLA2-III inh = Blocks human group III sPLA2 activity | Q9NZ20 | QFRET BODIPY PC-A2 liposome hydrolysis, fluorescence | inhibition, % at 12.2 µM | 0.56% of 370,000 active | AID 743126;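 active = inhibition above mean plus 3 SD of compounds lying within the high and low control bounds, cut at about 19% in these data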;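 note: 0% = median of test compound wells and 100% = no enzyme DMSO wells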
# DAX1 inh-1 = DAX1 (NR0B1) inhibition, primary screen; HEK293T StAR-luciferase reporter, SF-1/DAX-1 repression relief; inhibition, % at 6.8 µM; 1.1% of 370,000 active; AID 652010;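 active = inhibition above the mean over all tested compounds plus 3 SD, cut at about 3.6% in these data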;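 note: 0% = DAX-1 cells with DMSO and 100% = cells lacking DAX-1 with DMSO; higher inhibition means more luminescence from relief of DAX-1 repression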
# hgDAF12 agonist = hgDAF-12 agonism, primary luciferase screen; 1.8% of 370,000 active; AID 687014; HEK293 GAL4-hgDAF12 UAS-luciferase reporter, agonist luminescence; normalized to butyrate control; activation, % at 6.8 µM;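 active = activation above a cutoff set at the mean of all screened compounds plus 3 SD, cut at about 10% in these data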;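 note: 0% = DMSO wells and 100% = sodium butyrate wells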
# hcDAF-12 act = H. contortus DAF-12 activation, primary screen; AID 652067; activation, % at 6.8 µM; HEK293 hcDAF-12 lit1-tk-luc reporter, luminescence; 0% DMSO, 100% Δ7-dafachronic acid; 1.4% of 370,000 active;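 active = activation above the mean of all tested compounds plus 3 SD, cut at about 5.5% in these data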;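 note: 100% = response to 3 µM Δ7-dafachronic acid high control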
# PG9 Ab binder = binds the HIV-1 gp120 antibody PG9; TR-FRET gp120-PG9 antibody binding; inhibition, % at 6.7 µM; 0.43% of 360,000 active; AID 624416; in the data active = inhibition above about 8.5%
# DAX1 inh-2 = inhibits human nuclear receptor DAX1 | 0.99% of 340,000 active | P51843 | HEK293 Gal4-DAX1 luciferase reporter, luminescence | inhibition, % at 6.75 µM | AID 504766;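 active = inhibition above the mean over all tested compounds plus 3 SD, cut at about 4.2% in these data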;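 note: 0% = DAX1-transfected cells with DMSO and 100% = empty-vector control cells with DMSO; inhibition shows as a rise in luminescence from relieved DAX1 repression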
# FXN GAA850 act = activators of GAA850 frataxin (FXN) promoter. activation, % at 6 µM. AID 540364. HEK293 lucGAA850 FXN promoter luciferase reporter, 24 h; percent of 10 µM SAHA response. 0.56% of 360,000 active;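 active = activation above the average of all compounds screened plus 3 SD, cutoff fixed separately per campaign, cut at about 7.5% in these data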;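 note: 0% = DMSO wells and 100% = 10 µM SAHA wells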
# NR1D1 modulator = modulates human Rev-erb alpha binding to DNA. AID 1259318. 0.79% of 370,000 active. activity, % at 10 µM. P20393. Rev-erbα–FITC-DNA binding, fluorescence polarization, 90 min;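 active = activity above about 14%, limit read from the data; passing the limit was not always enough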;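 note: 0% = DMSO wells with 35 nM protein and 100% = DMSO wells with 750 nM protein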
# PLC-beta3 inh = PLC-beta3 (human) inhibition, primary screen. AID 720704. Purified PLC-beta3, fluorogenic substrate, fluorescence. Q01970. 0.18% of 370,000 active. inhibition, % at 12.2 µM; in the data active = inhibition above about 11%;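 note: 0% = median of compound wells on plate and 100% = full blocker control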
# Target sequence (Q01970 whole entry, looked up): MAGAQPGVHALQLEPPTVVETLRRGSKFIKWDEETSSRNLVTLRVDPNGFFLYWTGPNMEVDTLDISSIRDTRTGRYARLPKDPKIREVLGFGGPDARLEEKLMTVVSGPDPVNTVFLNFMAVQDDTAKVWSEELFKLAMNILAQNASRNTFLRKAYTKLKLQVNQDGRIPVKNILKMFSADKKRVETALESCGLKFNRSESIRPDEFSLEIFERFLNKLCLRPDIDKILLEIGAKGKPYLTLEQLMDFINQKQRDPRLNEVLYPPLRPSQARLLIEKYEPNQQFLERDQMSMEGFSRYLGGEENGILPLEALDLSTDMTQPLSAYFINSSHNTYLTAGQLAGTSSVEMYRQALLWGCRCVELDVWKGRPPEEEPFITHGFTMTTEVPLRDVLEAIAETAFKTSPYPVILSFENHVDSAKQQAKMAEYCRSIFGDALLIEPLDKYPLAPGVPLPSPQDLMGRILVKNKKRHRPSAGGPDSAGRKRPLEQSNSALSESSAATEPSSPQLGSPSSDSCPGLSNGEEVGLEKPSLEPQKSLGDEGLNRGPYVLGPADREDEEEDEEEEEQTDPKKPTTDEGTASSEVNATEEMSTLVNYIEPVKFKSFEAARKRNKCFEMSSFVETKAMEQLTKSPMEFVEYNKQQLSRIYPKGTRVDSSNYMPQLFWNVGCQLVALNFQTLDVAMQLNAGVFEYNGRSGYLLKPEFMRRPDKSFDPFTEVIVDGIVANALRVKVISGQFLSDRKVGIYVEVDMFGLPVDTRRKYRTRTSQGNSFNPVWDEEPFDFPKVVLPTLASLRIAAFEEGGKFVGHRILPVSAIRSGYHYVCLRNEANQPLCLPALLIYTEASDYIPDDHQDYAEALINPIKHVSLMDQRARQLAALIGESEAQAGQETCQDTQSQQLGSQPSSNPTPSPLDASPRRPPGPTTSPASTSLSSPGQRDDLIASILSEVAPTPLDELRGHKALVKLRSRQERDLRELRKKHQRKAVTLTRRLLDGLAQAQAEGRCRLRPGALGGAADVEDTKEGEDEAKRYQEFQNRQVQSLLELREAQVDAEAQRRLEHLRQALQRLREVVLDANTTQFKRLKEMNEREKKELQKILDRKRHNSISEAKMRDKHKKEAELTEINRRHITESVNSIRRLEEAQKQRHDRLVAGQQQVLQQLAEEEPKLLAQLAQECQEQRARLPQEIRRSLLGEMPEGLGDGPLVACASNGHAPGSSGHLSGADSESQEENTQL
# ssDAF12 agonist = activators of S. stercoralis DAF-12 nuclear receptor | HEK293 ssDAF-12/GRIP1 lit1-tk-luc reporter, luminescence; % of 3 µM dafachronic acid response | activation, % at 6.8 µM | 1% of 370,000 active | AID 652126;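 active = activation above the mean over all tested compounds plus 3 SD, cut at about 0.9% in these data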;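 note: 0% = DMSO-only wells and 100% = 3 µM delta7-dafachronic acid wells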
# Numbers without * were called inactive; i = inactive; nt = not tested or not shown.
SMILES,SMARCA2 activ,sPLA2-III inh,DAX1 inh-1,hgDAF12 agonist,hcDAF-12 act,PG9 Ab binder,DAX1 inh-2,FXN GAA850 act,NR1D1 modulator,PLC-beta3 inh,ssDAF12 agonist
COc1ccc(C2CC(=O)n3c(nc4ccccc43)S2)cc1OC (stereo not drawn),-2,2,-0.1,1.2,0.7,1.9,0.1,0.0,4,5,-1.2
COc1ccc(C2(c3ccc(OC)cc3)NC(=O)N(CC(=O)Nc3ccc(N4CCOCC4)cc3)C2=O)cc1,-1,-10,-1.4,0.0,-1.7,-2.9,0.4,0.5,3,0,-1.5
C[C@@H](C(=O)NCc1ccccc1)[C@H]1C[C@]1(C)[C@H](NC(=O)OCc1ccccc1)c1ccccc1,-1,-3,-0.1,-1.3,-0.5,-2.2,-0.5,0.8,-8,1,-0.8
COC(=O)c1[nH]c2ccc(Cl)cc2c1NC(=O)c1ccccc1[N+](=O)[O-],-4,2,-0.7,-2.4,0.5,-1.1,0.3,-0.8,0,2,-1.7
N#Cc1cc2c(nc1SCC(=O)Nc1sc3c(c1C#N)CCC3)CCCCCC2,-4,6,-1.2,-0.2,-1.4,0.7,-0.8,-1.9,11,-13,-0.8
COCCC(=O)N1CCC(Oc2ccc(C(=O)NCCc3cnn(C)c3)cc2)CC1,-1,7,1.9,-1.5,-2.1,-0.1,0.6,1.4,0,-8,-1.6
CCCCNC(=O)C[C@H]1C(=O)N(Cc2ccc(OC)cc2)C2=CCCC[C@@]21C(=O)OCC,-1,13,-0.7,-2.4,-4.1,nt,nt,nt,-1,1,-0.8
Cn1c(SCC(=O)NCc2ccco2)nnc1-c1c[nH]c2ccccc12,-1,-4,0.8,0.4,-0.2,0.3,-1.0,0.1,-3,3,-1.2
CCOC(=O)c1c(NC(=O)c2nn(CC)cc2Br)sc(C)c1C,-1,-2,0.4,0.1,3.0,1.1,-0.9,2.9,2,-35,-1.3
COCCNC(=O)C(c1cccs1)N(CCc1ccccc1)C(=O)Cn1nnc2ccccc21 (stereo not drawn),1,4,0.3,1.2,-0.2,-2.4,0.0,2.4,4,6,-1.3
Cc1ccc(C)c(OCCCN2CCc3ccccc3C2)c1,-2,-6,0.1,-0.4,2.9,-1.6,0.4,0.7,-6,-3,0.0
O=C1/C(=C/c2ccc([N+](=O)[O-])cc2)C=C(c2ccccc2)N1c1ccc(O)cc1,3,-2,-0.6,-1.2,-0.6,-1.3,-0.3,-4.2,5,2,-0.9
CN(C)/C=C/C(=O)c1cccc(Oc2ncccn2)c1,2,-4,0.0,-3.6,0.7,-1.0,4.6*,-2.9,-10,-3,-1.1
CCOc1ccccc1NC(=O)c1ccc(Cl)c(NC(=O)CC(c2ccccc2)c2ccccc2)c1,0,-4,0.1,0.2,-1.4,-0.3,-0.2,1.1,-6,-2,-0.8
COc1ccc(-c2csc(Nc3cccnc3)n2)cc1OC,0,1,-1.2,0.9,-1.9,-1.0,-1.0,3.9,6,1,-1.2
O=C(CSc1nnc(-c2c[nH]c3ccccc23)n1-c1ccc(F)cc1)NCc1ccco1,2,-22,-0.4,1.7,-1.0,-2.3,-1.5,3.4,-3,6,-1.4
O=C(Cn1cc2c(n1)CCCCC2)Nc1c(F)cc(F)cc1Br,-1,-9,0.1,-4.8,0.1,0.1,-2.7,0.6,4,-4,-1.4
COc1ccc(NC(=O)COc2ccccc2F)cc1S(=O)(=O)N1CCCCC1,-3,-6,-0.9,-2.0,-0.8,-2.4,0.1,1.3,-1,-4,-1.1
CCC(c1nnnn1-c1ccc2c(c1)OCCO2)N1CCN(C)CC1 (stereo not drawn),-1,-1,0.4,2.0,-1.7,0.2,nt,nt,-5,3,-1.5
COc1ccc(-n2c(SCc3ccc(C#N)cc3)nnc2-c2ccccn2)cc1,-4,-5,-0.3,-2.5,-3.2,1.8,-0.6,-0.5,0,0,-1.5
O=C(NNC(=O)C1CCCO1)c1ccc(Cl)cc1 (stereo not drawn),2,2,-0.2,0.7,-1.8,0.2,-0.1,0.1,nt,1,-1.2
O=C(CN1C(=O)CCC1=O)c1ccc(-c2ccccc2)cc1,1,-1,-0.2,-0.4,-1.2,-1.7,1.3,0.6,0,1,-0.8
CCOC(=O)c1cc(CC)sc1NC(=O)COC(=O)C1CCC1,-2,1,0.9,-0.1,0.9,-2.5,-0.1,2.1,12,-9,-1.1
COCCN1C(=O)[C@H]2C[C@@]13O[C@H](c1ccccn1)N=C3CC1c3ccccc3C[C@@]12C (stereo partly drawn),2,11,-1.0,3.5,-1.2,0.5,nt,nt,-5,-4,-0.3
C[C@]12CCC(O)CC1CCC1C2CC[C@]2(C)C(c3cc(C(F)(F)F)n[nH]3)CCC12 (stereo partly drawn),-3,2,0.0,3.5,-0.9,0.0,-1.1,3.5,0,-7,-0.6

# The closing three entries of the section above are carried over, then new ones follow:
SMILES,SMARCA2 activ,sPLA2-III inh,DAX1 inh-1,hgDAF12 agonist,hcDAF-12 act,PG9 Ab binder,DAX1 inh-2,FXN GAA850 act,NR1D1 modulator,PLC-beta3 inh,ssDAF12 agonist
CCOC(=O)c1cc(CC)sc1NC(=O)COC(=O)C1CCC1,-2,1,0.9,-0.1,0.9,-2.5,-0.1,2.1,12,-9,-1.1
COCCN1C(=O)[C@H]2C[C@@]13O[C@H](c1ccccn1)N=C3CC1c3ccccc3C[C@@]12C (stereo partly drawn),2,11,-1.0,3.5,-1.2,0.5,nt,nt,-5,-4,-0.3
C[C@]12CCC(O)CC1CCC1C2CC[C@]2(C)C(c3cc(C(F)(F)F)n[nH]3)CCC12 (stereo partly drawn),-3,2,0.0,3.5,-0.9,0.0,-1.1,3.5,0,-7,-0.6
CN(Cc1ccccc1)C(=O)[C@@H]1CCCN1S(=O)(=O)c1ccc(Cl)cc1,-4,-3,-0.2,-0.8,0.4,-2.9,-0.6,0.7,-3,0,-0.5
N#Cc1c(N2C(=O)C3C4C=CC(C4)C3C2=O)sc2c1CCC2 (stereo not drawn),-1,1,0.5,0.1,-0.9,0.1,-1.4,-0.9,-3,-1,-1.1
CC(OC(=O)c1ccc(S(=O)(=O)N(C)c2ccccc2)cc1)C(=O)NCCC1=CCCCC1 (stereo not drawn),-2,-6,-0.4,-3.0,-2.9,-1.1,0.2,2.2,0,3,-1.1
COc1cc(/C=C/C(=O)Nc2nc3ccc(S(=O)(=O)N(C)C)cc3s2)cc(OC)c1OC,0,-25,-2.5,-7.4,-4.8,0.9,-1.3,0.5,1,i,-2.6
Clc1cccc(Cl)c1CON/C=N/c1ncnc2sccc12,-1,8,-0.6,0.5,-0.9,-1.4,0.8,1.7,2,10,-1.1
Cc1ccc(S(=O)(=O)N2[C@@H](c3ccc(C#N)cc3)C(C(=O)O)=C[C@H]2CC2CCCC2)cc1,0,-37,0.8,2.9,1.1,-2.5,-0.1,0.1,-7,-5,-1.1
CCn1c(SCC(=O)N/N=C/C=C/c2ccco2)nnc1-c1ccccc1,1,-8,0.4,1.9,-1.0,-3.3,-1.1,0.7,-1,-5,-1.3
O=C(Nc1c(-c2ccccc2)[nH][nH]c1=O)c1cccc(C(F)(F)F)c1,-6,6,-2.9,-4.9,-1.2,-1.9,nt,nt,-6,-3,-1.4
CNS(=O)(=O)c1cccc(C(=O)OCC(=O)NC2CCCC2)c1,-2,10,0.6,-1.0,-2.2,-2.6,-0.6,-1.5,1,-2,-0.4
CCC(CC)C(=O)NCCNC(=O)C(CC)CC,-3,2,0.1,2.7,-0.6,2.3,-0.4,-0.6,-1,2,-1.1
CSCC[C@H](NC(=O)C1CCN(C(=O)[C@@H](N)Cc2ccccc2)CC1)C(=O)O,0,6,0.0,-2.5,1.7,-0.3,0.2,-0.5,2,-1,-0.6
CC(Oc1ccc(Cl)cc1Cl)c1nc(-c2ccc(NC(=O)c3ccncc3)cc2)no1 (stereo not drawn),-6,-21,-3.4,-7.6,-3.4,-2.6,-3.8,-3.5,-2,2,-2.6
C/C(=N/OC(=O)c1c(-c2c(Cl)cccc2Cl)noc1C)c1cnccn1,-3,-1,0.1,0.2,-2.9,-1.2,-1.0,-1.7,-3,-6,-1.5
O=[N+]([O-])c1ccc(-c2ccc(/C=N/n3cnnc3)o2)c(Br)c1,-1,5,-0.8,-1.7,0.0,-3.2,-0.5,1.2,-3,-29,-1.8
CCOc1ccc(CCNC(=O)CCc2nnc3ccc(N4CCCCC4)nn23)cc1OCC,-1,7,-0.1,-2.6,-2.7,-0.6,0.7,0.1,1,-4,-1.6
Cc1cc(C)c(S(=O)(=O)c2ccc(F)cc2)c(C)c1,-4,-4,-0.1,-3.0,-1.0,-1.9,-0.5,3.4,3,1,-1.0
CC(Sc1nnnn1C)C(=O)NC(=O)NC1CCCCC1 (stereo not drawn),-4,11,-0.3,0.1,-1.4,0.4,4.2*,0.9,7,-2,-1.6
COc1ccc(CNCCS(=O)(=O)NC2CCCCC2)cc1,-4,3,-0.5,0.1,0.0,1.6,-0.8,1.7,1,0,-0.9
O=C(C1CCN(S(=O)(=O)c2cnc[nH]2)CC1)N1CCN(Cc2ccc3c(c2)OCO3)CC1,-3,-7,0.5,0.9,0.7,-0.6,0.7,-2.4,3,3,1.0*
Cc1ccc(COc2ccsc2C(=O)NNC(N)=S)cc1,1,17,-0.6,-1.9,0.3,-3.2,nt,1.3,-2,0,-1.3
COc1cc(C(=O)NCC2CCCO2)cc(OC)c1OC (stereo not drawn),-3,-1,-0.5,-1.8,-1.4,-1.5,0.8,0.0,-1,2,-0.7
CC1=Nn2c(nnc2-c2ccc(F)cc2)SC1,-3,2,-0.9,-0.2,-0.6,0.1,0.0,2.0,2,-3,-1.9
Cc1cc(C(=O)N2CCN(S(C)(=O)=O)CC2)cs1,-2,7,0.3,0.7,0.5,-1.2,-0.2,1.1,2,3,-1.4
CCOC(=O)C(NC(C)=O)C(=O)Nc1ccc(C(C)C)cc1 (stereo not drawn),-2,-3,-0.2,-3.1,0.8,-0.3,0.2,-0.3,3,-1,-0.9
COc1ccc([N+](=O)[O-])cc1NC(=O)C(C)OC(=O)CN1C(=O)C2CC=CCC2C1=O (stereo not drawn),-1,-1,0.8,-0.1,-1.1,-1.4,-0.6,-0.8,3,-7,-0.8

# An excerpt from above in order of their number in ssDAF12 agonist, rising.
Compound | SMARCA2 activ | sPLA2-III inh | DAX1 inh-1 | hcDAF-12 act | PG9 Ab binder | DAX1 inh-2 | NR1D1 modulator | PLC-beta3 inh | ssDAF12 agonist
COc1ccc(C2(c3ccc(OC)cc3)NC(=O)N(CC(=O)Nc3ccc(N4CCOCC4)cc3)C2=O)cc1 | -1 | -10 | -1.4 | -1.7 | -2.9 | 0.4 | 3 | 0 | -1.5
Cn1c(SCC(=O)NCc2ccco2)nnc1-c1c[nH]c2ccccc12 | -1 | -4 | 0.8 | -0.2 | 0.3 | -1.0 | -3 | 3 | -1.2
Cc1cc(C)c(S(=O)(=O)c2ccc(F)cc2)c(C)c1 | -4 | -4 | -0.1 | -1.0 | -1.9 | -0.5 | 3 | 1 | -1.0
COc1ccc(CNCCS(=O)(=O)NC2CCCCC2)cc1 | -4 | 3 | -0.5 | 0.0 | 1.6 | -0.8 | 1 | 0 | -0.9
C[C@]12CCC(O)CC1CCC1C2CC[C@]2(C)C(c3cc(C(F)(F)F)n[nH]3)CCC12 (stereo partly drawn) | -3 | 2 | 0.0 | -0.9 | 0.0 | -1.1 | 0 | -7 | -0.6
